Screens (PubChem BioAssay)
AHR act: activators of human aryl hydrocarbon receptor; AHR-responsive luciferase reporter cells, luminescence; AID 2796; hit rate 2.5% among 320,000; P35869; activation, % at 5 µM; in the data active means activation above about 47%;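 further: 0% = vehicle wells and 100% = reference agonist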
core dimer inh: HCV core protein dimerization inhibition. TR-FRET GST/Flag-core106 dimerization, 1536-well. inhibition, % at 5 µM. hit rate 0.33% among 300,000;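 active means inhibition above the mean of all tested compounds plus 3 SD, set per screening campaign, cut at about 45% in these data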
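assay system = GST-tagged and Flag-tagged HCV core protein residues 1-106 | controls = unlabelled core106 and no-GST-core106 wells | incubation = compound-protein-antibody incubation 4 h at 22.5 °C | probe or stimulus = Eu donor and XL665 acceptor anti-tag antibodies | read-out = % inhibition based on acceptor/donor emission ratio | signal = TR-FRET 671 and 617 nm emission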
PP1 counter: PP1-alpha (human) inhibition in PP5 counter-screen. P62136. inhibition, % at 6.7 µM. hit rate 0.9% among 320,000. AID 2235. purified PP1alpha, OMFP fluorescence;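 active means inhibition above the mean inhibition of all tested compounds plus 3 SD, computed separately for each screening campaign, cut at about 15% in these data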
Target sequence (P62136 whole entry, looked up): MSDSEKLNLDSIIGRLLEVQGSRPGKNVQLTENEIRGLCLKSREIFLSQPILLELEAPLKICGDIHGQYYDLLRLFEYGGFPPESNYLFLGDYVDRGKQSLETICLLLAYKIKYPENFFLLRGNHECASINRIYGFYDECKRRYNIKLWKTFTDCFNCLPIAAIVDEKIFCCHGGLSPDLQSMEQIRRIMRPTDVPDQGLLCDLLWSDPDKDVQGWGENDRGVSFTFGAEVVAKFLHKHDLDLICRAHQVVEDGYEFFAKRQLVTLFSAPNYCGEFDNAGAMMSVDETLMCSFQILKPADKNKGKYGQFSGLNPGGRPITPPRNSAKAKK
PAFAH2 inh: inhibitors of human PAFAH2; recombinant PAFAH2, FP-rhodamine activity probe, fluorescence polarization; inhibition, % at 3.39 µM; Q99487; hit rate 0.99% among 340,000;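 active means inhibition above the mean over all tested compounds plus 3 SD, cut at about 30% in these data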;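 further: inhibitors block probe labeling of enzyme so polarization drops; 0% = enzyme with DMSO and 100% = wells lacking PAFAH2 protein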
PP5 primary: inhibitors of human protein phosphatase 5 (PP5). P53041. AID 1987. purified PP5c, OMFP substrate fluorescence. inhibition, % at 6.7 µM. hit rate 0.18% among 320,000;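 active means inhibition above the campaign's mean inhibition across all tested compounds plus 3 SD, cut at about 9.5% in these data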;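 further: 0% = DMSO only and 100% = 100 µM cantharidin control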
CTSL1 counter: cathepsin L1 inhibition, PFM18AAP counter-screen. inhibition, % at 5.96 µM. AID 1906. hit rate 0.49% among 300,000. recombinant F. hepatica cathepsin L1, Z-Leu-Arg-MCA fluorescence;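 active means inhibition above the mean of all tested compounds plus 3 SD, set per screening campaign, cut at about 17% in these data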;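 further: 0% = plate median of test compound wells and 100% = 1 µM Z-Phe-Ala-diazomethylketone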
TPT1 inhibitor: blocks Candida albicans tRNA 2'-phosphotransferase | recombinant caTPT1, FP RNA substrate dephosphorylation | inhibition, % at 5 µM | hit rate 0.81% among 300,000;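 active means inhibition above the mean of all tested compounds plus 3 SD, set per screening campaign, cut at about 24% in these data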;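 further: plate controls were DMSO alone for no effect and ferristatin control at 100 nM for full effect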
procasp7 counter: counter-screen: procaspase-7 (human) activation | recombinant procaspase-7, Ac-DEVD-pNA absorbance 405 nm; D23A/D198A/D206A triple mutant, cannot self-cleave; scale: DMSO 0, 5 µM enzyme 100 | activation, % at 8.5 µM | hit rate 0.093% among 330,000 | AID 463210;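 active means percent activation above the screen-wide mean plus 3 SD, cut at about 25% in these data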
Target sequence (P55210 whole entry D23A/D198A/D206A): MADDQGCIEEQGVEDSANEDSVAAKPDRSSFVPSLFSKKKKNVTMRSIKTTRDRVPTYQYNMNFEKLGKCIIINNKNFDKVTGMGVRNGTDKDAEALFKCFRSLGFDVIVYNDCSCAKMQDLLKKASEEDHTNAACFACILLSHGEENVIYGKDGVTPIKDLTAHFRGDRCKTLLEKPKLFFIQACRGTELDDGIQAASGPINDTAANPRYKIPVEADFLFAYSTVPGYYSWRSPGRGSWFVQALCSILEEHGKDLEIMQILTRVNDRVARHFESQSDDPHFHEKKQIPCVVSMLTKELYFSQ
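Assay system: Uncleavable procaspase-7 mutant enzyme / Input: 2 µM procaspase-7 mutant as dispensed / Dosing: single nominal 8.5 µM compound dose, 0.8% DMSO final / Timing: 1 h enzyme–compound preincubation and 2 h substrate reaction, both 25 °C / Detection: p-Nitroaniline absorbance at 405 nm, read at 0 and 120 min / Replication: singlicate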
proCasp3 act: activators of human procaspase-3. recombinant procaspase-3 D3A, Ac-DEVD-pNA absorbance 405 nm. activation, % at 8.5 µM. hit rate 0.11% among 330,000. AID 463141;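 active means activation above the mean of all tested compounds plus 3 SD, cut at about 21% in these data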;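 further: 0% = DMSO alone and 100% = DMSO wells spiked with extra 5 µM PC-3 D3A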
Target sequence (P42574 whole entry D9A/D28A/D175A): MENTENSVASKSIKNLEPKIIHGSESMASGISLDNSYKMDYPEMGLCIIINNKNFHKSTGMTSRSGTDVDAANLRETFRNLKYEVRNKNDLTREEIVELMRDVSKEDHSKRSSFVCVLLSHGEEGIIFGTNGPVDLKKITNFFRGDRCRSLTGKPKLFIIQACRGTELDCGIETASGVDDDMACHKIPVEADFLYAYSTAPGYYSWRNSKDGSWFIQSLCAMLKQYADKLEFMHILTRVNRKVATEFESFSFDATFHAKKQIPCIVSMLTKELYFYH
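Test system: Procaspase-3 D3A mutant, all three cleavage aspartates alanine | Dosing: Single dose, 8.5 µM nominal compound, 0.8% DMSO | Schedule: 1 h preincubation, 2 h reaction | Technique: 405 nm absorbance of p-nitroaniline, reads at 0 and 120 min | Repeats: One well per compound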
Numbers without * were called inactive; / = not tested or not shown.

SMILES	AHR act	core dimer inh	PP1 counter	PAFAH2 inh	PP5 primary	CTSL1 counter	TPT1 inhibitor	procasp7 counter	proCasp3 act
CN(C)c1ccc(C(C(=O)NCC2CCCO2)N(Cc2ccccc2)C(=O)c2snc(C(N)=O)c2N)cc1 (configuration not stated)	3	-1	1	4	2.5	-2	4	0	1
NC(=O)c1ccccc1NC(=S)NC(=O)c1ccc(Br)o1	35	-15	-2	0	-2.7	2	2	-8	-8
CCN1Cc2c(/C=C/c3ccccc3)nc3ccc(OC)cc3c2N(c2cccc(Cl)c2)C1	65*	16	14	-35	1.4	-4	12	-10	-1
CCN1C(=O)c2ccccc2Sc2ccc(C(=O)NCCCN(CC(C)C)CC(C)C)cc21	3	0	-7	-3	0.6	-1	2	1	-5
CCCn1c(SCC(=O)N2CCCCC2)nnc1-c1ccccn1	-1	-1	-3	/	-0.7	0	-2	11	8
Cc1onc(-c2ccccc2)c1C(=O)NC1CCC(C)CC1 (configuration not stated)	0	/	-8	-1	-1.0	/	/	3	0
Nc1ccc(-c2cc3ccccc3c(=O)o2)cc1	-9	/	/	8	/	/	/	-1	0
CCN(CC)c1ccc(/C=N/NC(=O)C(O)c2ccccc2)cc1 (configuration not stated)	28	-9	5	0	0.4	0	-1	-13	-7
COCCN(CCOC)Cc1c(O)ccc2c3c(c(=O)oc12)CCC3	1	-3	0	9	-0.3	0	-4	19	10
CCN(CC)CC(=O)c1c[nH]c2ccc(C)cc12	8	-5	-3	2	1.3	1	1	2	3
COCCCNc1c2c3c(cccc3[nH]c1=O)C(=O)c1ccccc1-2	70*	-12	-121	136*	-76	6	-19	-11	-4
CN(C)S(=O)(=O)c1ccc(N2CCCC2)c(C(=O)NNC(=O)c2ccc(F)cc2)c1	2	/	-2	1	2.6	/	/	-5	1
Cc1cccc(N/N=C2/COC(C)(C)CC2=O)c1	-5	5	-3	-1	0.9	8	2	1	-6
N#CC1C(=O)NC(N2CCN(c3ccccc3)CC2)=NC12CCCCC2 (configuration not stated)	0	5	-2	-2	-0.5	8	-4	7	-8
CC(C)CC(NC(=O)C(NC(=O)OC(C)(C)C)C(C)C)C(=O)NC(CCC(=O)OCc1ccccc1)C(N)=O (configuration not stated)	-2	-5	-2	-12	-1.1	-12	0	1	4
CCC(C)[C@H]1COCCS(=O)(=O)N1Cc1ccc(Cl)cc1Cl (some centres not stated)	-4	0	3	0	2.7	-1	-5	-9	1
CCc1ccc(C(=O)N/N=C/c2ccc(Cl)cc2Cl)nc1	15	2	3	/	4.8	1	1	2	-2
CC(=O)NC(Cc1ccccc1F)C(=O)NC1CCN(C(=O)NCc2ccccc2)CC1 (configuration not stated)	1	-3	-5	-14	-0.9	6	8	-10	-6
COC(=O)c1ccccc1COn1c(=O)c[n+]([O-])c2ccccc21	18	-12	-5	-2	4.4	16	13	4	-4
Cc1cc(C)c(NC(=O)Cn2cnc3c(oc4ccccc43)c2=O)c(C)c1	1	-1	-1	-1	-1.3	1	1	-2	-3

Exported with two lines to a compound: part of the list above
Under each structure: AHR act	core dimer inh	PP1 counter	PAFAH2 inh	PP5 primary	CTSL1 counter	TPT1 inhibitor	procasp7 counter	proCasp3 act
> CCCn1c(SCC(=O)N2CCCCC2)nnc1-c1ccccn1
    -1	-1	-3	/	-0.7	0	-2	11	8
> Cc1onc(-c2ccccc2)c1C(=O)NC1CCC(C)CC1 (configuration not stated)
    0	/	-8	-1	-1.0	/	/	3	0
> Nc1ccc(-c2cc3ccccc3c(=O)o2)cc1
    -9	/	/	8	/	/	/	-1	0
> CCN(CC)c1ccc(/C=N/NC(=O)C(O)c2ccccc2)cc1 (configuration not stated)
    28	-9	5	0	0.4	0	-1	-13	-7
> COCCN(CCOC)Cc1c(O)ccc2c3c(c(=O)oc12)CCC3
    1	-3	0	9	-0.3	0	-4	19	10
> CCN(CC)CC(=O)c1c[nH]c2ccc(C)cc12
    8	-5	-3	2	1.3	1	1	2	3
> COCCCNc1c2c3c(cccc3[nH]c1=O)C(=O)c1ccccc1-2
    70*	-12	-121	136*	-76	6	-19	-11	-4
> CN(C)S(=O)(=O)c1ccc(N2CCCC2)c(C(=O)NNC(=O)c2ccc(F)cc2)c1
    2	/	-2	1	2.6	/	/	-5	1
> Cc1cccc(N/N=C2/COC(C)(C)CC2=O)c1
    -5	5	-3	-1	0.9	8	2	1	-6
> N#CC1C(=O)NC(N2CCN(c3ccccc3)CC2)=NC12CCCCC2 (configuration not stated)
    0	5	-2	-2	-0.5	8	-4	7	-8
> CC(C)CC(NC(=O)C(NC(=O)OC(C)(C)C)C(C)C)C(=O)NC(CCC(=O)OCc1ccccc1)C(N)=O (configuration not stated)
    -2	-5	-2	-12	-1.1	-12	0	1	4
> CCC(C)[C@H]1COCCS(=O)(=O)N1Cc1ccc(Cl)cc1Cl (some centres not stated)
    -4	0	3	0	2.7	-1	-5	-9	1
> CCc1ccc(C(=O)N/N=C/c2ccc(Cl)cc2Cl)nc1
    15	2	3	/	4.8	1	1	2	-2

Next section.
SMILES	AHR act	core dimer inh	PP1 counter	PAFAH2 inh	PP5 primary	CTSL1 counter	TPT1 inhibitor	procasp7 counter	proCasp3 act
Cc1ccc(C)c2c1c1ccccc1n2C	10	-5	-3	2	0.6	0	-5	7	6
O=C(CN1CCN(CCC(=O)Nc2ccccc2F)CC1)Nc1ccc(Cl)cc1	2	-7	-2	-3	-1.0	3	5	-3	-1
CCCNS(=O)(=O)c1ccc(CCC(=O)NCC2CCCO2)cc1 (configuration not stated)	5	-4	1	-2	2.7	-1	-6	3	-5
Cc1ccc2nc(-c3ccc(NC(=O)Cc4cccs4)cc3)[nH]c2c1	-7	-4	3	2	3.1	3	-1	8	-3
CN(CCC#N)C(=O)c1cc2c(Cl)nc3ccccc3c2s1	6	8	3	2	2.9	-1	1	-1	6
CCOc1cc(/C=C2/N=C(C)C(C(=O)OC)=C2O)ccc1O	3	-17	-3	0	0.8	1	14	-7	-8
COc1cc(CNC2CCCCC2OC)cc(OC)c1 (configuration not stated)	1	-4	3	-1	-2.5	2	0	6	3
O=C(Cc1nc2ccccc2[nH]1)c1cccc([N+](=O)[O-])c1	9	-4	5	9	0.3	1	7	-4	-2
CC1=NN(c2ccc(N)cc2)C(=O)C1	14	3	-1	9	-0.9	-1	4	-12	-10
CCCCN(C)CCCNC(=O)C1CC(=O)N(Cc2ccc(OC)cc2)C1 (configuration not stated)	8	-1	2	0	3.1	-6	1	5	3
CN(C)S(=O)(=O)c1cccc(NC(=O)COC(=O)/C=C/c2ccco2)c1	5	8	-2	55*	-0.3	-5	-2	9	-6
CCCn1c(SCC(=O)Nc2cccc(NC(C)=O)c2)nnc1C(C)C	1	0	-2	8	2.3	0	-2	-12	2
Cc1cc(SCC(=O)N/N=C/c2ccc(O)c(O)c2O)c(C)cc1Br	6	4	35*	2	3.4	-2	5	-28	-26
CCCCCn1c(NC2CCCCC2)nc2c1c(=O)[nH]c(=O)n2C	-3	7	-5	-1	0.5	2	-1	2	5
COc1cc2c(cc1OC)C(c1ccccc1)N(C(=O)c1ccco1)CC2 (configuration not stated)	6	0	-2	4	4.4	-10	1	8	10
O=C(c1cn(Cc2ccccc2)nc1-c1ccc(Cl)cc1)N1CCN(c2ccccn2)CC1	22	/	-3	1	7.2	/	/	-7	-2
NC(=S)N/N=C/c1cn(-c2ccccc2)nc1-c1cccnc1	39	4	3	4	-2.1	25*	-1	-15	3
COc1ccc(Cc2nc(-c3ccc(Br)o3)no2)cc1OC	47*	3	0	6	-0.4	1	-2	-5	-5
Cc1occc1C(=O)Nc1nn[nH]n1	0	2	-1	11	0.5	-1	3	2	6
CCCC(=O)NC(c1ccc(N(C)C)cc1)c1ccc2cccnc2c1O (configuration not stated)	2	-3	6	7	3.9	0	0	-1	-4
Cc1c(Br)c(C(F)(F)F)nn1CC(=O)NCC1CCCO1 (configuration not stated)	1	-2	-3	0	-0.7	1	-2	2	5
CCC(C(=O)OCC(=O)Nc1ccc(F)cc1)c1ccccc1 (configuration not stated)	0	/	-1	-1	-1.1	/	/	-8	0
COc1cc(C(=O)N2CCN(c3ccccc3Cl)CC2)ccc1OCC(=O)N1CCOCC1	1	/	-1	11	-1.1	/	/	10	-8
Cc1cccc(-c2sc(Nc3ccccc3)n[n+]2-c2ccccc2)c1	108*	-4	2	-3	2.5	0	0	0	0
Fc1ccccc1C(c1nnnn1Cc1ccc2c(c1)OCO2)N1CCN(Cc2ccco2)CC1 (configuration not stated)	0	7	-2	2	1.7	-2	-6	3	-2
CCOC(=O)c1c(N)nn(C(=O)CC)c1-c1ccccc1	15	-1	-4	3	2.1	-4	-6	13	0
CN(C)CCN1C(=O)C(=O)/C(=C(/O)c2ccccc2)C1c1ccccc1F (configuration not stated)	0	-7	-3	11	-1.0	2	0	0	7
CC12CC3CC(C)(C1)CC(C(=O)NCc1cccnc1)(C3)C2	4	6	2	-7	1.3	-3	0	-13	-1
C=CCN(CC(=O)c1sc(C(=O)OCC)nc1C)c1cccc(Br)c1	-2	14	1	-1	1.4	2	1	-21	-8
Cn1nc(C(=O)NNC(=O)CCc2ccccc2Cl)c2ccccc2c1=O	6	4	-6	3	1.1	2	-3	10	-3
CCCCCN1CC(O)=C(c2nc(-c3ccc(Cl)cc3)cs2)C1=N	10	2	0	-1	1.7	-4	2	-20	1
Cc1csc(SCC(=O)NCCc2ccc(Cl)cc2)n1	0	3	-4	4	-0.3	-1	1	5	1
CCCC1(C(=O)O)NC(c2ccc(OC)cc2O)C2C(=O)N(c3ccc(OC)cc3)C(=O)C21 (configuration not stated)	1	0	-6	0	3.5	2	3	-4	-6
CCOC(=O)NCc1ccccc1	1	-3	-1	1	4.0	0	0	-3	4
Cc1cccc(NC(=O)c2cc(Cl)sc2Cl)c1C	-1	6	-4	5	1.1	1	-3	-2	-4
Cc1ccc(NC(=O)/C=C/C(=O)O)c(NC(=O)c2ccccc2)c1	22	3	1	-1	-3.0	6	1	15	-3
COc1ccc(CN2CCNC(=O)C2CC(=O)N2CCCO2)c(OC)c1 (configuration not stated)	1	7	1	-3	1.8	3	-1	7	0
